Source: PubChem BioAssay (National Center for Advancing Translational Sciences (NCATS))
KDM5B inh = inhibitors of human KDM5B histone demethylase. Potency, µM (titrated, usually from 57.7 µM), inactives show top-dose activity change, negative = inhibition, usual class: inhibitors. Q9UGL1. 220,000 tested, 2.6% active. KDM5B demethylase, FDH-coupled NADH fluorescence (FDH is formaldehyde dehydrogenase). AID 1347165; active means well fitted inhibition curve with a large enough effect; inconclusive means small, poorly fitted or top-dose-only effect; inactive means no such curve, though single readings can be large or run the other way; further: 0% is about no effect; nearly all actives have a fitted effect of over 70% in size
Target sequence (Q9UGL1 whole entry, looked up): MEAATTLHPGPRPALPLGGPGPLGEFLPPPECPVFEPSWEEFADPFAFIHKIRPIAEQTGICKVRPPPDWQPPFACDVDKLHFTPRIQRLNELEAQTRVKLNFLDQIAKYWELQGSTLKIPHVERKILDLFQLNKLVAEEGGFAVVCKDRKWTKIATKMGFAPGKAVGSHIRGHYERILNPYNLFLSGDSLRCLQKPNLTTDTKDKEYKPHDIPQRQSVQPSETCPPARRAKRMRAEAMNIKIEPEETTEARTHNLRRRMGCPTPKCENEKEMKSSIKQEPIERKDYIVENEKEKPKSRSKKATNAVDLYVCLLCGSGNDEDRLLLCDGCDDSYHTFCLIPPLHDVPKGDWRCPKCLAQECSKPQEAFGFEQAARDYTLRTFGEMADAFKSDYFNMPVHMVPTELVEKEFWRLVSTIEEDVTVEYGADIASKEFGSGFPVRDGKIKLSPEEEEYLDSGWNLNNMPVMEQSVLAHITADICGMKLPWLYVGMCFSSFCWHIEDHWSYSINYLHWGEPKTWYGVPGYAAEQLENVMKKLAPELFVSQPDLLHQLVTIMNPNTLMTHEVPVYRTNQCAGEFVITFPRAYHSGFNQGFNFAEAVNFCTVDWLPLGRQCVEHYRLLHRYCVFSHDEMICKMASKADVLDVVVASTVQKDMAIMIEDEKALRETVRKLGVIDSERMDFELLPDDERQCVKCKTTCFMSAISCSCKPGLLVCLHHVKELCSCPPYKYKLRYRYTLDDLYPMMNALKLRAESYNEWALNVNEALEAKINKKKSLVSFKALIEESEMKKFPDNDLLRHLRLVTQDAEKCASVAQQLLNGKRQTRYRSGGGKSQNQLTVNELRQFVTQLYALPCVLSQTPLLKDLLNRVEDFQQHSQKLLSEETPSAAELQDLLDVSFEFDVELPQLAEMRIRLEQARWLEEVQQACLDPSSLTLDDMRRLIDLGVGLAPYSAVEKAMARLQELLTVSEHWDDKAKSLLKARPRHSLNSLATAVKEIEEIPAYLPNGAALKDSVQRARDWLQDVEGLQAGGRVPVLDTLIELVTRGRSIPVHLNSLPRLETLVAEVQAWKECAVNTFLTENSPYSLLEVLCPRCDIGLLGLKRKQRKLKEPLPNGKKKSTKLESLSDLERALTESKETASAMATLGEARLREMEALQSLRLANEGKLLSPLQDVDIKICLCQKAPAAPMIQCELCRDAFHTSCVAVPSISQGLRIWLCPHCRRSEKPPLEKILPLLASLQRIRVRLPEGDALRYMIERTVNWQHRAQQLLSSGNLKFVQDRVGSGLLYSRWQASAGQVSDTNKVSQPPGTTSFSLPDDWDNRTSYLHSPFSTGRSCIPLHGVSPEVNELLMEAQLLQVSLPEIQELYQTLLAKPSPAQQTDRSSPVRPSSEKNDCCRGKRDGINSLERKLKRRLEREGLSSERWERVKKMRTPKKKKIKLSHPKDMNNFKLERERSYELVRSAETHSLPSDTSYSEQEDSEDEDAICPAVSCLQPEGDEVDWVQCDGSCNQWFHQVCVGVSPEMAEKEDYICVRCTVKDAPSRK
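Coupled FDH/NAD⁺ fluorescence readout. KDM5BΔAP 200 nM final; compound titration, 10 min RT preincubation; substrate mix 12.5 µM H3K4me3, 25 µM 2-OG, 50 µM Fe(II), 100 µM ascorbate, 0.25 mM NAD⁺, 0.25 U/mL FDH; ΔRFU over 30 min.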
* marks the source's active call; other numbers are inactive results; ? = inconclusive; [ ] = remark or other dose. Potency means the concentration at half of the fitted maximal effect.

canonical_smiles | KDM5B inh
CN(Cc1ccc2nonc2c1)C(=O)C1CCC(=O)N(Cc2ccc(Cl)cc2)C1 (stereo not drawn) | -16%
Cc1ccc(NC(=O)C2CC(=O)Nc3ncnn32)cc1Cl (stereo not drawn) | 27%
CN(Cc1cccn1C)C1CCCc2ccccc21 (stereo not drawn) | 5%[86.2 µM]
CCN(CC)C(=O)[C@@H]1C[C@@H](NC(=O)c2ccn(CC)c(=O)c2)CN1C(C)=O | 28µM*
CCCCCCCc1c(O)nc(SCC(=O)O)[nH]c1=O | 17%
CCNC(=O)Nc1ccc(OCC(=O)NC2CCCC2)nc1 | -7%
Cc1ccc(NC(=O)Cn2ccn3nc(-c4ccccc4)c(CO)c3c2=O)cc1Cl | ?
O=C(N1c2ccccc2CC1c1nnc(C2CCOCC2)o1)C1(c2ccccc2)CC1 (stereo not drawn) | 9%
Cc1nc(NC2CC2)sc1C(=O)NC1CCCC1 | -4%
O=C(CCNC(=O)c1cnccn1)Nc1ccccc1Cc1ccccc1 | 7%
O=C(CCC1N=C2c3ccccc3N=C(SCC(=O)NCCc3ccccc3)N2C1=O)NCc1ccc(F)cc1 (stereo not drawn) | ?
ClC12CC3CC(C1)CC(CN=Cc1cccs1)(C3)C2 | -19%

Next section; it opens with the three that closed the last part.
canonical_smiles | KDM5B inh
O=C(CCNC(=O)c1cnccn1)Nc1ccccc1Cc1ccccc1 | 7%
O=C(CCC1N=C2c3ccccc3N=C(SCC(=O)NCCc3ccccc3)N2C1=O)NCc1ccc(F)cc1 (stereo not drawn) | ?
ClC12CC3CC(C1)CC(CN=Cc1cccs1)(C3)C2 | -19%
CC(C)CNc1nc(C(=O)Nc2nccs2)cs1 | ?
Cc1[nH]c(=O)[nH]c(=O)c1CCC(=O)Nc1nc(C(C)C)cs1 | -2%
O=C([C@@H]1C[C@H](Oc2cccnc2)CN1C(=O)c1cnccn1)N1CCCC1 | 14%
Cc1cccc(NC(=O)N2CC(C(=O)N(C)C)C3(CCOCC3)C2)c1C (stereo not drawn) | 11%
Cc1ccc(CN2C[C@@H](CO)[C@H](c3nc(C)no3)C2)cc1 | 9%
COCCN(Cc1cc2ccc(C)cc2[nH]c1=O)C(=O)c1cccc(OC)c1 | ?
COc1ccc(CC(=O)N2C[C@@H]3C[C@H](C2)c2c(-c4ccc(NC(C)=O)cc4)ccc(=O)n2C3)cc1 | ?
CCN(CC)Cc1nc(C2(O)CCN(C3CCN(C(C)=O)CC3)CC2)cs1 | -17%[86.2 µM]
CC(=O)Nc1nc2c(s1)C[C@@H]1[C@](C)(CO)[C@H](O)CC[C@@]1(C)[C@@H]2CC(=O)NC1CC1 | -34%[86.2 µM]
O=C1c2cnc(-c3ccc(F)cc3)nc2OCCN1Cc1ccc(F)cc1F | 9%[86.2 µM]
CCN(CC)c1nc2ccccc2nc1C(=O)Nc1cccc(C)c1 | -5%
CC[C@@H]1[C@H](NC(=O)C2(c3ccc(S(C)(=O)=O)cc3)CCC2)[C@@H]2CCO[C@H]12 | 17%

Three records picked at random from those above:
canonical_smiles | KDM5B inh
COc1ccc(CC(=O)N2C[C@@H]3C[C@H](C2)c2c(-c4ccc(NC(C)=O)cc4)ccc(=O)n2C3)cc1 | ?
O=C([C@@H]1C[C@H](Oc2cccnc2)CN1C(=O)c1cnccn1)N1CCCC1 | 14%
CC(=O)Nc1nc2c(s1)C[C@@H]1[C@](C)(CO)[C@H](O)CC[C@@]1(C)[C@@H]2CC(=O)NC1CC1 | -34%[86.2 µM]

Further results.
canonical_smiles | KDM5B inh
COc1ccc(-c2noc(-c3nnn4c3COC(c3ccc(C)cc3C)C4)n2)cc1F (stereo not drawn) | -8%
COc1cc(/C=C/C(=O)c2cc3ccccc3o2)ccc1OC(C)C | ?
Cc1cn2nc(C(=O)Nc3ccc(Cl)cc3)cc2c(N(C)Cc2ccccc2)n1 | 28µM*
COc1ccc(NC(=O)CCC2CCCN(S(=O)(=O)c3ccccc3)C2)cc1F (stereo not drawn) | -5%
CCCCSc1nc2c(c(=O)[nH]c(=O)n2C)n1CC | 5%
CC1(C)CC(=O)C=C(NCCc2c[nH]c3ccccc23)C1 | 10%
Cc1nc(SCC(=O)Nc2ccc(C(=O)O)cc2)n[nH]1 | 11%
COc1ccc(CNC(=O)[C@@H]2Cc3cn(Cc4ccncc4)c4cccc(c34)[C@H](CC(C)C)N2)cc1 | -18%
CCOC(=O)/C(=C/c1ccc(OC)c(Br)c1)c1nccn1C | -14%
Cc1ccccc1S(=O)(=O)N[C@@H](C)C(=O)NCc1cscn1 | 6%
O=C(CCc1ccc(F)cc1)Nc1ccccc1-c1ccccc1 | 10%
CCC1(CC)CCN(C(=O)c2coc(COc3ccc4sc(C)nc4c3)n2)C1 | -4%
COc1ccc(Cl)cc1-c1ccc2c(c1)C(=O)N1CCN(C(=O)[C@@H](O)c3ccccc3)C[C@H]1C(=O)N2 | ?
CCc1ccccc1OCC(=O)OCc1ccc(Cl)cc1 | 8%
O=C(NCCc1ccccn1)c1ccc(Cl)cc1 | 1%
CC(C)(C)OC(=O)Nc1ccc(CC(=O)N2CCCC2c2ccsc2)cc1 (stereo not drawn) | 5%
CCN(CC)CCCN=Cc1c(O)n(-c2ccc(C)cc2)c(=O)c2ccccc12 | -2%
COCCOC1CCOC2(CCN(C(=O)Cc3cccc(C)c3)CC2)C1 (stereo not drawn) | 10%
COc1ccc(S(=O)(=O)Oc2ccc3c(c2)O/C(=C\c2cc(OC)c(OC)c(OC)c2)C3=O)cc1 | 25%
O=C(C1COc2ccccc2O1)N1CCN(c2ccc(C(F)(F)F)cn2)CC1 (stereo not drawn) | ?
Cc1cc(Cl)ccc1NC(=O)CN1C(=O)C(=O)c2ccccc21 | ?
COCCCN1CN=C(NS(=O)(=O)c2ccc(NC(C)=O)cc2)NC1 | -59%
CN(CCO)c1nc(-c2cccnc2)nc2ccccc12 | 0%
COc1cc(/C=N/NC(=O)c2ccc(NS(=O)(=O)c3cccs3)cc2)cc(OC)c1O | -26%

6 of these compounds, reformatted:
| KDM5B inh | compound |
| --- | --- |
| ? | COc1ccc(Cl)cc1-c1ccc2c(c1)C(=O)N1CCN(C(=O)[C@@H](O)c3ccccc3)C[C@H]1C(=O)N2 |
| 8% | CCc1ccccc1OCC(=O)OCc1ccc(Cl)cc1 |
| 1% | O=C(NCCc1ccccn1)c1ccc(Cl)cc1 |
| 5% | CC(C)(C)OC(=O)Nc1ccc(CC(=O)N2CCCC2c2ccsc2)cc1 (stereo not drawn) |
| -2% | CCN(CC)CCCN=Cc1c(O)n(-c2ccc(C)cc2)c(=O)c2ccccc12 |
| 10% | COCCOC1CCOC2(CCN(C(=O)Cc3cccc(C)c3)CC2)C1 (stereo not drawn) |

Further records
canonical_smiles | KDM5B inh
COc1ccc(C(=O)NCC(=O)OCc2cc(=O)n3nc(C4CCCCC4)sc3n2)cc1 | 0%
CC(C)Cn1c(COc2ccccc2Cl)n[nH]c1=S | -8%
O=C(Cn1cncn1)N/N=C/c1cc([N+](=O)[O-])ccc1O | ?
Cc1occc(=O)c1OCc1noc(C(=O)NCc2cccc(Cl)c2)n1 | 13%
CCc1nc(-c2c3n(c(=O)n(Cc4cccc(C)c4)c2=O)CCCC3)no1 | -5%
COCCN1C(=O)[C@H]2CN(Cc3ccc(C)o3)C[C@H]2C1=O | -22%
COc1ccc(C(=O)CN2CCN(c3cc(C)nc4ccccc34)CC2)cc1 | -24%
O=C(NCC1CCCO1)c1cc(S(=O)(=O)N2CCOCC2)c(Cl)cc1Cl (stereo not drawn) | -3%
Cc1cccc(N2CCN(c3cc(C)nc4c(-c5ccc(Cl)cc5)c(C)nn34)CC2C)c1 (stereo not drawn) | -11%
CC(C)NC(=O)C(C#N)(Cc1ccc(C#N)cc1)Cc1ccc(C#N)cc1 | 20%
CC(C)CC(C)NC(=O)c1ccc(C(F)(F)F)cc1 (stereo not drawn) | 32%
CCNC(=O)[C@@H]1C[C@H](NC(=O)CCOC)CN1Cc1ccc(F)cc1C | -6%

Further structures:
Compound	KDM5B inh
CCCCCOc1ccc(C2CC(=O)CC(=O)C2C(=O)OCC)cc1 (stereo not drawn)	-23%
CCOc1ccc(C(C)=O)cc1CN(C)CC(=O)Nc1ccc(Cl)cc1	-13%
COc1ccc(C2C=C(c3ccccc3)Nc3nc(NS(=O)(=O)c4ccccc4)nn32)cc1 (stereo not drawn)	?
CCN(CC)c1nc2ccccc2nc1C(=O)Nc1ccccc1F	-4%
COc1ccc(C(=O)Nc2nc(-c3cc4ccccc4oc3=O)cs2)cc1	-8%
COc1ccc(N2CC(c3noc(-c4cccc(F)c4)n3)CC2=O)cc1OC (stereo not drawn)	-8%
COc1ccc(N2CCN(S(=O)(=O)c3ccc(CC(C)C)cc3)CC2)cc1	-22%
Cc1ccccc1-c1nnn(CC(=O)Nc2ccc(Cl)c(S(=O)(=O)N3CCOCC3)c2)n1	-3%
CC(=O)Nc1ccc(CN2C(=O)OC3(CCN(Cc4ccc(C(C)C)cc4)CC3)C2(C)c2ccccc2)cc1 (stereo not drawn)	-27%
O=C(c1cc(F)cc(F)c1)N1CCC(c2n[nH]c(=O)n2-c2ccccc2)CC1	2%
CCN(CC)S(=O)(=O)c1ccc2c(c1)N(CC(=O)N(C)Cc1ccccc1)C(=O)CO2	-24%
Cc1ccc(NC(=O)N2CCN(c3cc(-c4noc(C)n4)ccc3C)CC2)c(C)c1	-18%
CCC1CCCCN1C(=O)Cn1c(=O)oc2cc(S(=O)(=O)N3CCCCC3)ccc21 (stereo not drawn)	-27%
Cc1ccc(N(C(=O)c2csnn2)C(C(=O)NC2CCCCC2)c2cccnc2)cc1 (stereo not drawn)	19%
O=C(NCc1ccc(OC(F)(F)F)cc1)N1CCC2(CC1)CN(c1ccccc1)C2=O	21%
CCOC(=O)N1CCN(C(=O)CNC(=O)c2cc3c(OC)cc(OC)cc3n2C)CC1	?
Cc1cc(F)cc(CC(=O)O)c1	0%
Cc1ccc(CNC(=O)CN2C(=O)CCn3nc(-c4ccccc4)cc32)cc1	-10%
COc1cccc(C(=O)Nc2oc3ccccc3c(=O)c2-c2cccc(C)c2)c1	12%
Fc1cccc(CSc2nc(NCCc3ccccc3)c3ccccc3n2)c1	-16%
O=C(c1ccccc1)N1CCOc2ccc(CN3CCc4ccccc4C3)cc2C1	-26%
O=C(CSc1cc(C(=O)NC2CC2)c2ccccc2n1)NCC1CCCO1 (stereo not drawn)	-7%
O=c1cc(-c2ccccc2)n2c(SCc3c(F)cccc3Cl)nnc2[nH]1	?
COc1ccccc1CC(=O)N1CC[C@@H]2NC(=O)[C@H]3C[C@H](NC(=O)C4CCC4)CN3C(=O)[C@H]21	24%
COCC(=O)N[C@H]1C[C@@H](c2nc(-c3ccc(F)cc3)no2)N(C)C1	3%[86.2 µM]
COc1cccc(OC)c1-c1nc(C)c(C)cc1C(N)=O	-27%
COc1cccc(CC(=O)NCc2ccc(Cl)s2)c1	17%
Cc1ccc(N2CN(CCN3CCOCC3)Cn3c2nc(C)c(C)c3=O)c(C)c1	48%[activator]
Cc1cccc(C)c1-c1nc(C(=O)N2CCN(c3ncccn3)CC2)n2ccccc12	28µM*
CCOc1ccccc1CN1CCN(c2cc(C)nc(N)n2)CC1CCO (stereo not drawn)	-20%
O=C(c1ccc(-c2cccc(O)c2)nc1)N1CCC(CCc2ccccc2)CC1	-41%
COc1ccc(CCNC(=O)CCS(=O)(=O)c2cc(Br)cc3c2N(C(C)=O)CC3)cc1OC	-8%
COc1ccc2[nH]c(=O)c(CCC(=O)NCC(N)=O)cc2c1	?
CC1CCN(CCCCNC(=O)CCc2ncc(-c3ccc(F)cc3)o2)CC1	-1%
CCOc1ccccc1NC(=O)N1CCC(Oc2ncccc2C(=O)N2CCCCC2)C1 (stereo not drawn)	4%
CCC(=O)N1CCN(c2nc3c(s2)CC(C(=O)Nc2ccc4c(c2)OCO4)CC3)CC1 (stereo not drawn)	-33%
O=C(Cn1c2ncccc2c(=O)n1-c1ccccc1)Nc1ccc(F)c(F)c1	-61%
COc1ccc(N2Cc3c(ncnc3N3CCC(N4CCCCC4)CC3)N(C)CC2=O)cc1	-4%
O=C(Nc1cccc(F)c1)C(=O)c1c[nH]c2ccccc12	-7%
O=C(C1CC=CC1)N1CC(F)(F)C[C@H]1c1nc(-c2ncccn2)no1	9%
CC(NC(=O)COC(=O)CNC(=O)C1CCCCC1)c1ccccc1 (stereo not drawn)	6%
Cc1ccccc1CCC1CCCN(S(=O)(=O)c2cccnc2)C1 (stereo not drawn)	19%
NC(=O)C1(NC(=O)c2ccc(Cl)cc2F)CCCCC1	14%
O=C(C1CC=CC1)N1CCC(N2C(=O)C(OCC3CC3)C23CCCCC3)CC1 (stereo not drawn)	-14%
O=C(Nc1ccc(F)cc1)c1ccc2c(c1)CCC2	15%
CN(C)C(=O)C1CCc2nnc(CNC(=O)c3ccc(Cl)cc3Cl)n21 (stereo not drawn)	-4%[115 µM]
COc1ccc(-n2c(SCC(=O)N3CCC(C)CC3)nc3c([nH]c4ccccc43)c2=O)cc1	2%
Cc1nc(-c2ccc(Cl)cc2)sc1C(=O)N1CCCC(C(=O)O)C1 (stereo not drawn)	0%
CN(C)C(CNS(=O)(=O)c1cccs1)c1ccsc1 (stereo not drawn)	10%
CSc1ccc(C2CC(=O)N(c3cccc(C(F)(F)F)c3)C3=C2C(=O)OC3)cc1 (stereo not drawn)	-12%
COc1ccccc1CC(C#N)C(=O)Nc1ccccc1C (stereo not drawn)	-9%
CN1C(=O)CC[C@]2(C(=O)N3CCCCC3)CCCC[C@@H]12	-15%
COc1cc(-c2noc(CN3CCN(c4ccccc4)CC3)n2)cc(OC)c1OC	-4%
Cc1ccc(SCc2nc(-c3ccc(C(=O)NCc4ccccc4Cl)cc3)oc2C)cc1	?

This is a subset (hit frequency here may not be typical).
